hERG WT inh – KCNH2 (human, wildtype) channel inhibition; U2OS, BacMam KCNH2, thallium flux FluxOr; hits give low values; activity change, % at 1.84 µM; 0.37% of 340,000 active;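 active means maximum activity change below -70%; inconclusive means maximum activity change between -70% and -50%; inactive means maximum activity change above -50%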; further: on the % scale 0 is the no-effect control and ±100 the full control effect
Target sequence (Q12809 whole entry, looked up): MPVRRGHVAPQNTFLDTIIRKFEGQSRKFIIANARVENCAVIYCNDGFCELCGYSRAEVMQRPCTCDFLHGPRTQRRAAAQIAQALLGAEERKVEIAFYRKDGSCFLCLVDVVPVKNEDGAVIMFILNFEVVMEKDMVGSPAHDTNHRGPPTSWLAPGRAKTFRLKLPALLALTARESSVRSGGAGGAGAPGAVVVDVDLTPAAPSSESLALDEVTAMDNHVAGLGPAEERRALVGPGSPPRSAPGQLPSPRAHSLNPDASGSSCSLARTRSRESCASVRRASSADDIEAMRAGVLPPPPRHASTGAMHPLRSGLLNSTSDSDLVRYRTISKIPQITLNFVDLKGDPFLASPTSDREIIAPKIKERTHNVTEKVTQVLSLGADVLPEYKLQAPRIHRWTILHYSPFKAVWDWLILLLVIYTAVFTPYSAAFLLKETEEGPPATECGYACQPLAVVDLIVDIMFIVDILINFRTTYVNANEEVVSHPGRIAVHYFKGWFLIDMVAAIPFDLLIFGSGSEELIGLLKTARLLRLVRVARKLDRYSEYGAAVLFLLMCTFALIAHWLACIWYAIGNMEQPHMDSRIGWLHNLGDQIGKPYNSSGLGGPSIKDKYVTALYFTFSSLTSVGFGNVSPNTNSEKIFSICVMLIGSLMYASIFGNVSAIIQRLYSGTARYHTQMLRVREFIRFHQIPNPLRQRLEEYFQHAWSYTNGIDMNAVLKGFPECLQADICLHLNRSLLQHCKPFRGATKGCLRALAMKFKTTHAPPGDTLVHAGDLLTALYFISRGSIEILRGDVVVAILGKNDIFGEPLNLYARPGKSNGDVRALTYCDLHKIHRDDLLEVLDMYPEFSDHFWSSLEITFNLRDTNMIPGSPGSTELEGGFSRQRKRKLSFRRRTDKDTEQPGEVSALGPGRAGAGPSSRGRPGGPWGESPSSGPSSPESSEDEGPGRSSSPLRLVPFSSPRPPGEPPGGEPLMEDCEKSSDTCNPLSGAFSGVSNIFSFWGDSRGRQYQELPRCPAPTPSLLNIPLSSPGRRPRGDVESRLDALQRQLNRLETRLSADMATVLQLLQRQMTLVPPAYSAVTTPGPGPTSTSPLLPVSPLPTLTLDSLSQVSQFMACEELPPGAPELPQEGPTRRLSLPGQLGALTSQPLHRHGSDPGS
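U2OS cells were transduced with wild-type KCNH2 virus (2.03 x 10^8 / mL) for 4 h at room temperature, then cultured overnight at 37 C. Thallium flux was read with FluxOr dye. Rate constants were normalized to DMSO controls.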
MBNL1 CUG block – blocks human MBNL1 binding to CUG repeat RNA | AID 2675 | 0.036% of 280,000 active | Potency, µM (top dose mostly 57.5 µM), inactives show at the highest dose activity change, negative = inhibition, hits mostly inhibitors | TR-FRET MBNL1-His/biotin-(CUG)12 binding, 665/545 ratio | Q9NR56; active means well fitted inhibition curve with a large enough effect in the signal ratio, with a control signal flat, not every such curve was filed as active; inconclusive means small, poorly fitted or top-dose-only effect, or effect the other way, or a change in a side signal; inactive means no such curve, though single readings can be large or run the other way; the % refers to the signal ratio; further: potency means the concentration at half of the fitted maximal effect; on the % scale 0 is the no-effect control and ±100 the full control effect
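His-tagged MBNL1 binding to biotinylated (CUG)12 RNA was measured by TR-FRET using terbium anti-His antibody (0.055 ng/ul final) and streptavidin-XL665 (5 nM final). Compounds were titrated 92 nM to 58 uM; 60 min at room temperature.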
PKM2 activator – PKM2 (human) enzyme activation; P14618; purified PKM2, Kinase-Glo ATP luminescence, activation; response scale: 0% is enzyme alone, no compound; 0.34% of 260,000 active; Potency, µM (titrated, usually from 57.5 µM), without a hit: at the highest dose activation, actives largely listed as activators; AID 1631; further: potency means the concentration at half of the fitted maximal effect; on the % scale 0 is the no-effect control and ±100 the full control effect; nearly all actives have a fitted effect of over 55% in size
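Purified hPK-M2 (>95% pure) converted ADP (0.1 mM final) to ATP with 0.5 mM PEP in 50 mM imidazole pH7.2, KCl, MgCl2, Tween 20, BSA; 1 h at room temperature. ATP detected by Kinase-Glo luminescence.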
TSHR antagonist – blocks TSH signaling through the human TSH receptor | P16473 | TSHR-expressing cells, TSH-stimulated cAMP HTRF, 2 h; hits give low values | activity change, negative = inhibition, % at 11.5 µM | 0.2% of 330,000 active | AID 504810;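 active means activity change below a set negative limit, meaning inhibition stronger than a set level, cut at about -70% in these data; inconclusive means activity change between two set negative limits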; further: on the % scale 0 is the no-effect control and ±100 the full control effect
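Cell-based HTRF cAMP assay; TSHR cells + compound, TSH EC80 (4nM final), 2 h, 37 deg C. Lysis with anti-cAMP cryptate and cAMP-d2, 30 min RT, read 665/620 nm.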
GALK inhibitor – inhibitors of human galactokinase | Purified GALK, Kinase-Glo residual ATP luminescence | Potency, µM (top dose mostly 57.5 µM), for the others: top-dose activity change, negative = inhibition, actives largely listed as inhibitors | 0.007% of 270,000 active; further: potency means the concentration at half of the fitted maximal effect; on the % scale 0 is the no-effect control and ±100 the full control effect
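The enzyme phosphorylates galactose (100 uM) using ATP (35 uM); inhibition is detected as higher residual ATP, quantified by bioluminescence after 1 h reaction at room temperature, pH 8.0.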
Eya2 inh – blocks the phosphatase activity of human Eya2; O00167; recombinant Eya2, OMFP fluorescence dephosphorylation (OMFP is methylfluorescein phosphate); Potency, µM (series often up to 76.9 µM), without a hit: at the highest dose activity, negative = inhibition, hits mostly inhibitors; AID 488837; 0.006% of 330,000 active; further: potency means the concentration at half of the fitted maximal effect; on the % scale 0 is the no-effect control and ±100 the full control effect
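Eya2 (0.2 uM) preincubated 10 min at ambient with compound, then OMFP substrate added at 50 uM; 10 min reaction in 50 mM HEPES pH 7.5, 50 mM NaCl, 5 uM MgCl2, 0.05% BSA, 1 mM DTT. Fluorescence read at Ex 485/Em 525 nm.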
Menin-MLL TR inh – menin-MLL binding inhibition, Texas Red mutant peptide. Potency, µM (titrated, usually from 61.6 µM), inactives show at the top dose FP activity change, negative = inhibition, most hits filed as inhibitors. 0.23% of 270,000 active. Menin + Texas Red MLL mutant peptide, fluorescence polarization. O00255; active means well fitted inhibition curve with a large enough effect in the polarisation, with a control signal flat, not every such curve was filed as active; inconclusive means small, poorly fitted or top-dose-only effect, or effect the other way, or a change in a side signal; inactive means no such curve, though single readings can be large or run the other way; the % refers to the polarisation; further: potency means the concentration at half of the fitted maximal effect; % of control where 0% means no effect; many of its hits are not listed in these tables
USP2a block – inhibitors of human ubiquitin-specific protease USP2a; O75604; USP2 core, Ub-CHOP2 coupled fluorogenic reporter, 485/531; Potency, µM (series often up to 38.3 µM), for inactives: at the top dose activity change, negative = inhibition, most hits filed as inhibitors; 0.01% of 330,000 active;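 further: potency means the concentration at half of the fitted maximal effect; plate controls were DMSO wells for no effect and full inhibition by NEM control for full effect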
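Deubiquitinase activity read as fluorescence (485/531 nm) after Ub-CHOP2 cleavage activates the enterokinase reporter on its substrate; USP2 core 10nM, Ub-CHOP2 and substrate 25nM each, 30min compound preincubation then 60min RT; data normalized to NEM, curves fitted.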
ASM inhibitor – inhibitors of human secretory acid sphingomyelinase | P17405 | placental ASM, HMU-PC fluorogenic substrate, 60 min | Potency, µM (series often up to 57.5 µM), for the others: at the top dose activity change, negative = inhibition, actives largely listed as inhibitors | 0.006% of 340,000 active; further: potency means the concentration at half of the fitted maximal effect
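Human placenta-derived ASM enzyme was preincubated with compound for 10 minutes at room temperature, then given fluorogenic substrate HMU-PC0 (9 uM final) for 60 minutes at 37 °C; a pH 10 stop preceded fluorescence reading at Ex 386/Em 447 nm.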
Mito fusion yeast – mitochondrial division inhibition or fusion activation; S. cerevisiae fusion-defective mutant growth rescue, CellTiterGlo 48 h; Potency, µM (highest dose often 46.1 µM), inactives show at the highest dose growth rescue (activation), hits mostly activators; 0.23% of 320,000 active;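 further: potency means the concentration at half of the fitted maximal effect; % of control where 0% means no effect; nearly all actives have a fitted effect of over 45% in size; temperature-sensitive fusion mutants such as fzo1-1 at 37 °C on non-fermentable ethanol glycerol medium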
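S. cerevisiae fusion-defective temperature-sensitive mutants (e.g. fzo1-1, mgm1-5) grown 48 h at 37C in YPEG (ethanol/glycerol non-fermentable) medium with 23 nl compound per well; growth rescue read as CellTiterGlo luminescence.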
Chronic BCR inh – inhibitors of chronic active B-cell receptor signaling; ABC-DLBCL IkBa-CBG/CBR reporter, luminescence ratio, 4 h; Potency, µM (doses to about 46.1 µM), without a hit: at the top dose ratio change, negative = lower green/red ratio, hits mostly inhibitors; 0.05% of 340,000 active; AID 493014; active means well fitted inhibition curve with a large enough effect in the signal ratio, with a control signal flat, not every such curve was filed as active; inconclusive means small, poorly fitted or top-dose-only effect, or effect the other way, or a change in a side signal; the % refers to the signal ratio;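 further: potency means the concentration at half of the fitted maximal effect; plate controls were basal doxycycline-induced cells for no effect and cells given 10 µM MG132 for full effect; MG132 reads +100%, hits lower the ratio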
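Compounds up to 46 uM were incubated four hours with TMD8 cells whose green CBG68 luciferase is fused to IkappaBalpha; red CBR luminescence normalised the signal, and concentration-effect curves were fitted to fusion, red and ratio data.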
Numbers without * were called inactive; ? = inconclusive; . = not tested or not shown; [ ] = remark or other dose. Unless noted, the call rests on the fitted dose curve; in most records, active means well fitted curve in the direction sought with a large enough effect; inconclusive means small, poorly fitted or top-dose-only effect, or another doubt; inactive means no such curve, though single readings can be large; an effect the other way counts as inactive or inconclusive. Not all compounds are listed, so the mix of outcomes need not match the whole.

SMILES	hERG WT inh	MBNL1 CUG block	PKM2 activator	TSHR antagonist	GALK inhibitor	Eya2 inh	Menin-MLL TR inh	USP2a block	ASM inhibitor	Mito fusion yeast	Chronic BCR inh
CC(=O)/C(=N\Nc1cccc(Cl)c1)Sc1nnc(-c2ccccc2)n1-c1ccccc1	11.4	-20.2%	-6.3%	1.2	-2.8%	-3.1%	-14.6%	3.4%	-0.5%	-8.2%	0.8%
O=C(C(Cc1ccccc1)N1C(=O)c2ccccc2C1=O)N1c2ccccc2CCc2ccccc21 (stereo not drawn)	-19.5	.	-5.0%	5.0	0.3%	1.2%	-5.5%	-6.3%	-4.8%	-0.8%	?
CCCC(=O)Nc1ccc(Cl)c(NC(=O)c2ccco2)c1	-14.8	-12.6%	6.8%	10.7	0.6%	15.0%	-1.0%	3.4%	-3.8%	13.1%	-2.0%
COc1cccc(CN2CCN(c3ncccn3)CC2)c1	-9.7	-12.7%	-0.1%	3.1	3.8%	8.9%	-14.0%	4.0%	4.0%	-1.4%	?
O=C1CSC(c2cn(-c3ccccc3)nc2-c2cc3ccccc3oc2=O)N1Cc1cccnc1 (stereo not drawn)	4.2	10.8%	-1.0%	-6.3	1.2%	1.2%	-0.1%	0.6%	56.9%[activator]	4.5%	-17.4%
COc1ccccc1-c1coc2c(CN3CCCCC3C)c(O)ccc2c1=O (stereo not drawn)	4.1	6.8%	-0.3%	18.3	-4.0%	-10.8%	-3.5%	2.3%	222.4%[activator]	-1.8%	3.7%
Cc1ccc(N2C(=O)CSC2c2c(F)cccc2Cl)cc1 (stereo not drawn)	11.3	-9.1%	2.3%	-14.2	2.3%	12.0%	11.0%	-11.1%	0.2%	-0.9%	6.4%
COc1cc2c(cc1OC)CN(C(=O)CSc1nc3[nH]ncc3c(=O)n1-c1ccccc1)CC2	-6.4	0.4%	-0.9%	-5.9	-0.8%	-15.1%	0.2%	2.1%	-2.9%	-4.8%	0.1%
COc1ccc(NC(=O)c2cc3ccccc3cc2OC)cc1OC	-1.1	3.0%	.	-5.3	1.4%	7.2%	10.1%	0.7%	-8.0%	14.8%	?
CCCNC(=O)c1ccc(C2SCC(=O)N2Cc2ccccc2)cc1 (stereo not drawn)	11.1	-1.0%	-6.3%	2.5	0.1%	5.3%	7.6%	-0.9%	0.7%	7.4%	3.1%
COCCN(CC1CCCN(C2Cc3ccccc3C2)C1)C(=O)c1ccc(C(C)=O)cc1 (stereo not drawn)	7.7	-0.6%	.	6.9	2.6%	-4.7%	-23.9%	0.2%	1.8%	-10.5%	2.4%
Oc1ccc(C[C@H]2CNCCN2CCc2cccc3ccccc23)cc1	4.0	.	.	10.2	.	-14.7%	.	0.8%	-5.7%	-3.7%	-2.2%
O=CN1CCCN(Cc2nc(Cc3ccccc3F)no2)CC1	6.0	13.0%	-1.2%	19.9	0.9%	9.4%	-0.9%	6.0%	-0.5%	1.9%	?
CN1C(=O)c2ccc(C(=O)Nc3ccc(Br)cn3)cc2C1=O	-4.4	13.1%	-1.3%	-5.9	-1.8%	-5.7%	6.4%	-0.5%	-0.1%	1.6%	-0.7%
COc1ccc(C(=O)Cc2cc(OC)c(OC)cc2C(=O)c2ccccc2F)cc1OC	-4.2	9.9%	0.2%	-1.3	0.7%	15.3%	-1.1%	3.0%	-8.8%	-2.2%	-9.3%
CS(=O)(=O)c1ccccc1-c1nnc(NC(=O)COc2ccc(Cl)cc2)o1	-5.0	.	.	9.6	.	16.5%	.	-0.5%	-0.2%	-1.8%	0.5%
Cc1cccc2cc(C(c3nnnn3CC3CCCO3)N3CCCC4(CCCCC4)C3)c(=O)[nH]c12 (stereo not drawn)	.	-9.2%	-0.1%	0.8	17.7%	-2.5%	-1.0%	-1.9%	.	-0.1%	3.1%
Cc1cccc(C(=O)Nc2ccn(C)n2)c1	7.8	.	.	14.6	.	13.9%	.	0.7%	-0.7%	-6.9%	1.7%
COc1ccc(Cl)cc1NC(=O)CN1CCN(S(=O)(=O)c2ccc(F)cc2)CC1	26.5	-2.1%	.	14.1	-1.5%	9.1%	?	0.4%	-10.5%	3.6%	12.5%
Cc1nc(SC(C)C(=O)NC2CCCCC2C)c2c(C)c(C)sc2n1 (stereo not drawn)	3.9	1.8%	4.4%	-0.7	2.8%	-9.1%	-15.8%	-0.5%	-2.9%	-0.2%	-0.5%
O=C1c2ccsc2SCCN1Cc1cccc(Cl)c1	1.6	-8.2%	-3.8%	-6.0	0.9%	6.6%	-1.5%	3.4%	-3.4%	1.0%	?
Cc1ccc(S(=O)(=O)Nc2ccc3c(c2)C(=O)NC3=O)cc1[N+](=O)[O-]	-3.9	?	-4.3%	-1.4	5.1%	9.1%	.	0.5%	0.3%	1.6%	-1.4%
CCN(CC)CCCNC(=S)N(CCO)Cc1cc2cc3c(cc2[nH]c1=O)OCCO3	0.7	-6.0%	1.0%[11.5 µM]	4.3	5.7%	6.3%	-10.9%	-0.6%	59.4%[activator]	-0.4%	-10.7%
CCCCC(=O)Nc1nnc(SCC(=O)N2CCN(c3ccccc3OC)CC2)s1	0.5	-9.2%	2.3%	-1.1	-1.1%	0.6%	1.9%	2.4%	0.8%	-5.3%	1.3%
COc1c(Cl)cc(C(=O)Nc2ccccc2-c2ccccc2)cc1Cl	1.8	-3.7%	-7.8%	-7.2	1.5%	-6.5%	15.6%	1.0%	-7.0%	-0.3%	?
Cc1nc2sc3c(c2c2nnc(SCC(=O)NCc4ccco4)n12)CCCC3	3.4	9.9%	5.4%	-13.5	-3.5%	-18.3%	-4.2%	2.3%	-13.4%	26.9%	?
CCC(C)(C)C(=O)O	-18.0	.	.	-6.1	.	7.9%	.	1.8%	4.2%	-13.1%	4.3%
Cc1cc(C)c(C)c(OCCN2CC(C)OC(C)C2)c1 (stereo not drawn)	-9.5	0.7%	-3.6%	9.5	-0.3%	12.0%	-3.1%	6.9%	2.3%	-6.2%	4.8%
O=C(NCc1ccc(Cl)cc1)c1ccc(-n2cccn2)nc1	-2.8	-3.1%	-1.0%	-1.7	1.4%	10.7%	0.9%	7.2%	0.8%	11.1%	15.3%
O=C(Nc1cc(Cl)ccc1O)c1cc2n(n1)C(C(F)(F)F)CC(c1ccc3c(c1)OCO3)N2 (stereo not drawn)	1.2	-4.9%	1.9%	-24.6	2.0%	4.7%	?	-0.2%	?	2.0%	4.4%
CN1CCN(S(=O)(=O)c2ccc3c(c2)NC(=O)CS3)CC1	-3.8	-9.8%	.	17.6	1.0%	1.5%	.	1.3%	1.4%	?	3.6%
Cc1ccc(C(=O)c2cc3c(cc2N)OCCO3)cc1	4.4	?	15.1%	1.0	2.0%	-23.0%	-5.7%	-0.5%	-5.1%	12.4%	?
COc1cc(/C=N/NC(=O)CNC(=O)c2ccccc2)ccc1OC(=O)c1cccs1	-1.0	8.8%	1.2%	-8.2	1.7%	-11.5%	0.0%	-0.8%	-13.6%	-2.0%	-2.1%

Source: PubChem BioAssay (National Center for Advancing Translational Sciences (NCATS))
